CASP6 VEID inh – human caspase-6 inhibitors, primary screen, biochemical, VEID-R110 fluorescence, single point, set 2 | P55212 | purified caspase-6, Z-VEID-R110 cleavage fluorescence | inhibition, % at 12.5 µM | actives 0.53% (n = 350,000) | AID 686996, 2013;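 active means mean inhibition across replicates at least about 35%, with every replicate also reaching that limit, limit read from the data; inconclusive means only one of the two criteria met; inactive means neither criterion met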;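 further: 0% = median of neutral control wells and 100% = no fluorescence left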
DENV2 CPE – inhibitors of DENV2 cytopathic effect, primary screen, cell-based, plate reader, single concentration; AID 651640, 2012; CPE inhibition, % at 9.99 µM; DENV2-infected cells, cytopathic effect rescue; actives 1.7% (n = 350,000); in the data active means CPE inhibition above about 20%, passing the limit was not always enough; inconclusive means no clear call, values can overlap the other calls; tested in BHK-21 cells;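 further: 0% = median of neutral control wells and 100% = median of positive control wells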
ERAP1 HTS inh – human ERAP1 aminopeptidase inhibitors, primary screen, biochemical, single point, plate reader | inhibition, % at 10.7 µM | AID 652197, 2013 | recombinant ERAP1, Leu-AMC fluorescence, 60 min | actives 0.15% (n = 340,000);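 active means mean replicate inhibition of at least 30%, or all replicates individually reaching that 30% level; inactive means mean below 30% and not every replicate reaching it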;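 further: 0% = neutral control wells and 100% = L-leucinethiol positive control wells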
Target sequence (Q9NZ08 whole entry, looked up): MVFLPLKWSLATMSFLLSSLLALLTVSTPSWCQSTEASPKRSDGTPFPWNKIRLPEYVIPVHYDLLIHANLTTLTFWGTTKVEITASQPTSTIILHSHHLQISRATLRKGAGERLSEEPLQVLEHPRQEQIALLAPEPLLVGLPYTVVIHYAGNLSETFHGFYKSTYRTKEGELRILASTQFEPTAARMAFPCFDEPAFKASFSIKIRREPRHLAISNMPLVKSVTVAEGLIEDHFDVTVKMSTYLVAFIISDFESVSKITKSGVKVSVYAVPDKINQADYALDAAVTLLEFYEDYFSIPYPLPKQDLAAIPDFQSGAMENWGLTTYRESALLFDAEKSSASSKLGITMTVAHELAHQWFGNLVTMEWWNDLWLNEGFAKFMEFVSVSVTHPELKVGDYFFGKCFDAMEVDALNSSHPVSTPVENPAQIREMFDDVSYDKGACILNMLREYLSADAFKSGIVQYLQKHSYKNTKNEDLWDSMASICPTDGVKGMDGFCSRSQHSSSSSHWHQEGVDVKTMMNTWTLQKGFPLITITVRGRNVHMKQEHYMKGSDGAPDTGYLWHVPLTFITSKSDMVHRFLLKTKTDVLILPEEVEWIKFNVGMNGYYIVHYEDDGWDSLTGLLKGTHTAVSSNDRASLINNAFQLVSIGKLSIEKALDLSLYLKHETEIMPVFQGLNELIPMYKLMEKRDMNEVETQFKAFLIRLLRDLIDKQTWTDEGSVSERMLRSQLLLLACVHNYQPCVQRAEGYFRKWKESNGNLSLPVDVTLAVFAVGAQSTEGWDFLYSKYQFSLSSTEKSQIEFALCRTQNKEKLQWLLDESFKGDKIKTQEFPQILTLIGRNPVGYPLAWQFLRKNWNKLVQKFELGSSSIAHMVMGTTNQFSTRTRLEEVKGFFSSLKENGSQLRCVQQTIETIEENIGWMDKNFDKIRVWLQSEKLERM
SIRT5 block – SIRT5 desuccinylase inhibitors, primary screen, biochemical, fluorescence imaging, single point, set 5; inhibition, % at 15 µM; Purified SirT5, succinyl-peptide AMC, trypsin-coupled fluorescence; AID 652115, 2013; NAD-dependent protein deacylase sirtuin-5, mitochondrial (Homo sapiens), Q9NXA8; actives 1.1% (n = 330,000); in the data active means inhibition above about 15%; inconclusive means no clear call, values can overlap the other calls
ERp5 block – inhibitors of ERp5-driven insulin aggregation, primary screen, biochemical, turbidity, absorbance 650 nm, single point. Protein disulfide-isomerase A6 (Homo sapiens), Q15084. 90 min. inhibition, % at 9.99 µM. actives 0.05% (n = 350,000);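 active means mean replicate inhibition above about 25%, with every replicate also reaching it, limit read from the data, passing the limit was not always enough; inconclusive means only one of those two criteria met; inactive means neither criterion met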
CFTR F508del cor – F508del CFTR correction, initial screen, CFBE line, single point | activity (quench increase), % at 7.58 µM | actives 0.36% (n = 350,000) | CFBE cells, YFP halide quenching; stimulated with forskolin plus potentiator P3; % fluorescence drop versus neutral controls;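 active means mean added fluorescence quench of at least 8% versus neutral control, with both replicates also reaching 8%; inconclusive means only one of the mean or replicate conditions met; inactive means mean below 8% and not both replicates reaching 8%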;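 further: cells transiently co-express mutant CFTR-F508del with the halide-sensitive YFP; corrector assay measuring rescue of mutant channel to the surface after 24 h compound exposure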
miR122 inh – miR-122 Renilla sensor signal increase in Huh7, primary screen, miR-122 inhibitor project, cell-based, single point, plate reader; Huh7 miR-122 Renilla luciferase sensor, 48 h; neutral wells = 0, positive control = 100; activation (reporter increase), % at 12.5 µM; AID 602342, 2012; actives 0.3% (n = 340,000);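 active means mean replicate activation score at least 90 and every replicate individually at or above 90; inconclusive means only one of the two criteria met; inactive means neither criterion met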;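 further: higher luciferase means less miR-122 activity so hits act as miR-122 inhibitors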
* hit, by the source's call; ? = inconclusive; . = not tested or not shown; [ ] = another dose, or the depositor's remark.

SMILES	CASP6 VEID inh	DENV2 CPE	ERAP1 HTS inh	SIRT5 block	ERp5 block	CFTR F508del cor	miR122 inh
CC(NC(=O)c1cc(S(=O)(=O)N(C)C)ccc1Cl)C1CC2CCC1C2 (stereo not given)	-2	-2	-5	-1	1	2.6	.
CO[C@H]1CN(C)C(=O)c2cc(NC(C)=O)ccc2OC[C@H](C)N(Cc2nccs2)C[C@@H]1C	1	32*	3	-6	5	1.5	-11[16.7 µM]
CN1c2ccc(C#Cc3ccc(F)cc3)cc2[C@@H]2[C@@H](CCN2S(=O)(=O)c2ccccc2F)[C@H]1CO	-4	.	-4	1	-2	-0.9	5[16.7 µM]
O=C(Nc1ccc(SC(F)F)cc1)c1ccc2nccnc2c1	0	-9	-1	-3	0	.	-8
COC(=O)CSc1nc2sc3c(c2c(=O)n1-c1ccc(OC)cc1)CCN(C)C3	.	3	-1	-3	5	-1.6	-3
C[C@@H]1CCCCO[C@@H](CN(C)Cc2ccccc2)[C@@H](C)CN([C@H](C)CO)C(=O)c2cc(NS(=O)(=O)c3ccccc3)ccc2O1	2	-8	-12	3	4	0.8	-4[16.7 µM]
O=C(N/C=C/n1cnc2cc(C(F)(F)F)ccc21)c1ccc(F)cc1	-3	-6	-2	.	-2	0.2	11
C[C@H]1CN([C@@H](C)CO)C(=O)c2cc(NC(=O)CCC(F)(F)F)ccc2O[C@@H]1CN(C)S(=O)(=O)c1ccc(Cl)cc1	-1	-4	1	-2	-1	2.4	-12[16.7 µM]
Oc1ccc(/C=N/N=C/c2ccc(O)c(O)c2)cc1O	68*	1	3	6	-6	-1.1	-23
Cc1ccc(-n2cc(-c3ccccc3)c3c(=O)[nH]cnc32)cc1	1	8	0	.	-1	-5.6	0
C[C@@H]1CN([C@H](C)CO)C(=O)c2cc(NC(=O)Cc3ccccc3)ccc2O[C@@H](C)CCCCO[C@H]1CN(C)Cc1ccc(C(F)(F)F)cc1	.	-23	.	.	.	5.2	-31[16.7 µM]
C[C@@H]1COc2cc(N3CCCCC3)ccc2S(=O)(=O)N1	2	-2	-2	-2	-15	-1.5	.
COc1ccc2c3c(n(C)c2c1)[C@H](CO)N(C(=O)Nc1ccc(F)cc1)CC31CN(Cc2cccnc2)C1	0	7	2	15	9	-3.4	.
CC12CCC(=O)C=C1CCC1C2C(O)CC2(C)C1CCC2(O)C(O)CO (stereo not given)	-5	17	0	0	5	3.3	2
CCc1ccc(N(CC(=O)Nc2ccccc2C(=O)N2CCCC2)S(C)(=O)=O)cc1	2	5	-6	0	-4	-2.4	2
CCOc1ccc(S(=O)(=O)Nc2ccc(S(=O)(=O)N3CCCCC3)cc2)cc1	-1	.	2	0	1	.	69
O=C(NCCCn1ccnc1)c1ccccc1Cl	-3	3	2	-6	3	-0.6	2
C[C@H](CO)N1C[C@H](C)[C@@H](CN(C)Cc2ccc3c(c2)OCO3)Oc2ccc(NS(=O)(=O)c3ccccc3)cc2CC1=O	0	-9	0	1	-3	5.2	-13[16.7 µM]
O=C(NN=C1CCCC1)c1cc(O)cc(O)c1	26	0	7	-2	0	-4.8	1
CCCNC(=O)NC[C@H]1[C@H](c2ccc(C3=CCCC3)cc2)[C@@H](CO)N1C(=O)CC	-1	-2	2	5	2	-0.2	29[16.7 µM]
Cc1ccc(S(=O)(=O)Nc2cccc3c2O[C@@H](CN(C)C(=O)Nc2ccc(C(F)(F)F)cc2)[C@H](C)CN([C@H](C)CO)C3=O)cc1	-1	0	-4	3	1	-7.3	49[16.7 µM]
Cc1cc(C)cc(N=Cc2c(O)c3ccccc3oc2=O)c1	1	-6	2	-3	-4	-2.8	.
CCn1c(=O)n(CC)c2cc(N)ccc21	11	3	1	2	-3	4.2	.
C[C@@H]1CN([C@H](C)CO)C(=O)Cc2cc(NS(=O)(=O)c3ccc(F)cc3)ccc2O[C@H]1CN(C)Cc1ccc(Oc2ccccc2)cc1	3	18	1	-7	2	-0.2	-20[16.7 µM]
COc1ccc(CCN(C)C(=O)CNC(=O)c2ccc3c(c2)OCO3)cc1OC	2	-5	0	-4	-5	0.5	-2
COc1ccc(S(=O)(=O)NC(C)C(=O)NCc2ccccn2)cc1OC (stereo not given)	-2	-1	1	-2	-3	-1.9	-3
C[C@@H]1CN([C@@H](C)CO)C(=O)c2cccc(NS(=O)(=O)c3cccs3)c2O[C@H]1CN(C)Cc1ccc(C(=O)O)cc1	0	-3	-1	-2	0	0.3	0[16.7 µM]
CCOC(=O)C(CC)/C(C)=N\NC(=O)CCC(=O)Nc1ccc(Cl)cc1Cl (stereo not given)	-2	-7	-2	-1	2	1.4	.
O=C(Cn1cc(C(F)(F)F)ccc1=O)N1CCCc2ccccc21	-1	4	1	-5	-4	2.6	36
CCCC1(C(=O)OCC)NC(c2ccc(O)cc2)C2C(=O)N(c3cccc(C(C)=O)c3)C(=O)C21 (stereo not given)	3	-1	-1	0	0	0.1	-5
CC(=O)N1CCN(c2ccc(NC(=O)c3ccc(Cl)c(Cl)c3)cc2)CC1	1	4	-2	-3	2	1.5	.
COc1ccc(OC)c(CN2CCN(C(=O)CNC(=O)c3ccc(C(C)(C)C)cc3)CC2)c1	-3	2	-1	-2	0	1.3	-12
O=C(NNC(=O)c1ccccc1C(=O)O)c1ccc(-c2ccccc2)cc1	5	10	-3	-1	2	-2.9	.
CO[C@@H]1CC[C@H]2CCOc3ccc(C#N)cc3C(=O)N(C)[C@@H](C)C(=O)N(C)C[C@@H]1O2	.	-5	.	-2	9	.	.
O=C(OCc1cc(=O)n2ccsc2n1)c1ccc(O)cc1O	11	1	-5	1	1	1.3	.
C[C@H](CO)N1C[C@H](C)[C@H](CN(C)CC2CC2)OCCCC[C@H](C)Oc2ccc(NC(=O)NC3CCCCC3)cc2C1=O	-5	0	-1	2	2	1.0	0[16.7 µM]
O=S(=O)(NCC(O)c1ccccc1)c1cc(Cl)sc1Cl (stereo not given)	-15	6	1	-2	-5	2.1	.
COc1ccc(NC(=O)N2CC[C@H]3[C@@H]2c2cc(Br)ccc2N(C)[C@H]3CO)cc1	.	.	.	-2	1	0.0	7[16.7 µM]
CCOCCCNC(=O)C(c1ccc(C)cc1)N1CCOCC1 (stereo not given)	-1	-8	-1	1	0	0.5	-2
CCOc1ccc(S(=O)(=O)Nc2ncn[nH]2)cc1	-1	0	-1	-4	9	-1.1	.
COc1ccc(CN2C(=O)C(CC(=O)NCc3cccs3)CC(C(=O)N(C(C)C)C(C)C)=C2C)cc1 (stereo not given)	-3	4	.	-2	7	-2.7	-1
O=C(NC1CCOC1)c1ccc(OC2CCN(CCc3ccccc3)CC2)cc1 (stereo not given)	-1	5	-4	-2	-5	2.0	-2
Cc1cc(OCC(O)CN2CCCC2)ccc1C(C)C (stereo not given)	-1	6	-2	0	-3	0.3	0
Cc1cc(OCC(=O)NNC(=O)c2cnccn2)cc(C)c1Cl	-7	5	1	1	3	2.6	4
COc1cccc(C2CC(=O)N3CN(c4cccc(Cl)c4C)CSC3=C2C#N)c1OC (stereo not given)	4	0	1	5	7	-1.6	2
O=C(c1ccc(Cl)cc1)N1CCCC(C(=O)N2CCc3ccccc3C2)C1 (stereo not given)	-1	1	.	2	3	2.1	0
CC[C@H](C)C(=O)O[C@H]1CCC=C2C=C[C@H](C)[C@H](CC[C@@H]3C[C@@H](O)CC(=O)O3)[C@H]21	.	?	-3	0	1	-1.7	-7
COc1ccc(Cc2c(-c3ccc(OC)c(OC)c3)nc3cc(C)c(Br)c(C)n23)c(C)c1	-2	-6	1	.	6	-0.5	.
O=C(Cc1ccccc1)N1CC(=O)N2[C@@H](CO)[C@H](c3ccc(-c4cccc(F)c4)cc3)[C@@H]2C1	-2	-2	-1	1	11	-0.8	.
Cc1ccc(N2C(=O)c3ccc(C(=O)N4CCN(c5ccc(C)c(C)c5)CC4)cc3C2=O)cc1	3	-2	-2	-4	0	-1.2	-3
CN(C)S(=O)(=O)n1cnc([C@@H]2[C@H]3C(=O)OC[C@@H]3C[C@@]23N=CN(Cc2ccccc2)C3=O)c1	2	1	3	.	-1	-2.2	1
CSc1ncccc1C(=O)Nc1ccc(OC(F)(F)F)cc1	.	0	-2	-2	5	0.6	10
CN(CC(=O)NC(=O)NCc1ccccc1)Cc1cccc(Cl)c1Cl	5	.	-2	-4	-10	1.8	-3
CS(=O)(=O)Nc1ccc2c(c1)[C@H]1C[C@@H](CC(=O)NCC3CC3)O[C@H](CO)[C@H]1O2	-2	2	2	0	-10	0.5	0[16.7 µM]
COc1ccc(C(=O)NC(=S)SCC(=O)O)cc1	24	9	.	-8	-1	0.1	-3
Cc1ccc([N+](=O)[O-])cc1N	.	-4	-1	0	?	-3.4	.
Cc1ccc(C(=O)NC2CCN(CCCC(=O)c3ccc(F)cc3)CC2)cc1	-1	-6	-2	0	0	1.0	1
C[C@@H]1CN([C@H](C)CO)C(=O)c2cccc(NC(=O)Nc3ccccc3)c2O[C@@H]1CN(C)Cc1ccc(Oc2ccccc2)cc1	0	-11	1	-2	-1	2.0	-7[16.7 µM]

By substructure, the entries above containing four or more nitrogen atoms (8)
SMILES	CASP6 VEID inh	DENV2 CPE	ERAP1 HTS inh	SIRT5 block	ERp5 block	CFTR F508del cor	miR122 inh
CO[C@H]1CN(C)C(=O)c2cc(NC(C)=O)ccc2OC[C@H](C)N(Cc2nccs2)C[C@@H]1C	1	32*	3	-6	5	1.5	-11[16.7 µM]
COc1ccc2c3c(n(C)c2c1)[C@H](CO)N(C(=O)Nc1ccc(F)cc1)CC31CN(Cc2cccnc2)C1	0	7	2	15	9	-3.4	.
Cc1ccc(S(=O)(=O)Nc2cccc3c2O[C@@H](CN(C)C(=O)Nc2ccc(C(F)(F)F)cc2)[C@H](C)CN([C@H](C)CO)C3=O)cc1	-1	0	-4	3	1	-7.3	49[16.7 µM]
C[C@H](CO)N1C[C@H](C)[C@H](CN(C)CC2CC2)OCCCC[C@H](C)Oc2ccc(NC(=O)NC3CCCCC3)cc2C1=O	-5	0	-1	2	2	1.0	0[16.7 µM]
CCOc1ccc(S(=O)(=O)Nc2ncn[nH]2)cc1	-1	0	-1	-4	9	-1.1	.
Cc1cc(OCC(=O)NNC(=O)c2cnccn2)cc(C)c1Cl	-7	5	1	1	3	2.6	4
CN(C)S(=O)(=O)n1cnc([C@@H]2[C@H]3C(=O)OC[C@@H]3C[C@@]23N=CN(Cc2ccccc2)C3=O)c1	2	1	3	.	-1	-2.2	1
C[C@@H]1CN([C@H](C)CO)C(=O)c2cccc(NC(=O)Nc3ccccc3)c2O[C@@H]1CN(C)Cc1ccc(Oc2ccccc2)cc1	0	-11	1	-2	-1	2.0	-7[16.7 µM]

Compound activity: PubChem, Broad Institute
